LRH-1 inv ag: LRH-1 (NR5A2) inverse agonists, primary screen, cell-based, luminescence, HEK293T, StAR-luciferase reporter | Nuclear receptor subfamily 5 group A member 2 (Homo sapiens), O00482 | LRH-1 transfected, 24 h | inhibition, % at 3.6 µM | 360,000 compounds, 0.13% hits;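 active = inhibition above the mean inhibition of all tested compounds plus 3 SD, cut at about 73% in these data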;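 note: 0% = DMSO wells and 100% = reporter-only cells lacking LRH-1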
NCOA2 inhibitor: inhibition of GAL4-SRC2 driven luciferase reporter, primary screen, SRC2 inhibitor project, cell-based, luminescence | Nuclear receptor coactivator 2 (Homo sapiens), Q15596 | HEK293 GAL4-SRC2 luciferase reporter | inhibition, % at 9 µM | 370,000 compounds, 0.17% hits | AID 651957, 2012;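 active = inhibition above the mean inhibition of all tested compounds plus 3 SD, set per campaign, cut at about 52% in these data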;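 note: 0% = DMSO treated cells and 100% = cells given Gossypol at 36 µM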
COUP-TFII inh: NR2F2 transcriptional activity inhibitors, primary screen, cell-based, luciferase reporter, HEK293T, luminescence; inhibition, % at 8.6 µM; HEK293T NGFI-A luciferase reporter; COUP transcription factor 2 (Homo sapiens), P24468; 370,000 compounds, 0.7% hits;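 active = inhibition above a per-plate cutoff, mean inhibition of test wells between control levels plus 3 SD, cut at about 38% in these data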;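 note: cells cotransfected with COUP-TFII expression vector driving the NGFI-A reporter; 0% = median of COUP-TF2 test wells and 100% = reporter-only cells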
ABHD5 PLIN5 PPI: ABHD5-PLIN5 interaction inhibitors, primary screen, cell lysate, split luciferase complementation, luminescence; 360,000 compounds, 0.78% hits; AID 602281, 2012; Split G. princeps luciferase complementation, 4 h; inhibition, % at 4 µM;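 active = inhibition above the mean inhibition across every tested compound plus 3 SD, cut at about 22% in these data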;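 note: 0% = DMSO only wells and the 100% control is not disclosed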
NCOA3 inh: SRC3 coactivator transcriptional activity inhibitors, primary screen, cell-based, luminescence | HEK293 GAL4-SRC3 luciferase reporter | inhibition, % at 3.6 µM | 360,000 compounds, 0.17% hits;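 active = inhibition above a per-campaign cutoff, the mean of all compounds plus 3 SD, cut at about 60% in these data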;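 note: 0% = DMSO-treated cells and 100% = gossypol-treated cells at 36 µM; higher means less SRC3-driven luciferase light from the GAL4 reporter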
MC4R barr agon: MC4R agonists recruiting beta-arrestin, primary screen, cell-based, luminescence, agonist arm of biased-ligand search; Melanocortin receptor 4 (Homo sapiens), P32245; U2OS MC4R beta-arrestin complementation; percent of melanotan II response, DMSO zero; activation, % at 8.9 µM; 360,000 compounds, 0.98% hits;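 active = activation above a per-plate cutoff, the mean activation of sample wells on that plate plus 3 SD, cut at about 8% in these data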
SRC1 inh: SRC1 coactivator transcriptional activity inhibitors, primary screen, cell-based, luminescence | inhibition, % at 3.6 µM | HEK293 GAL4-SRC1 luciferase reporter | Nuclear receptor coactivator 1 (Homo sapiens), Q15788 | 360,000 compounds, 0.12% hits;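 active = inhibition above the campaign mean plus 3 SD, with each screening campaign given its own cutoff, cut at about 60% in these data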;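 note: 0% = DMSO treated cells and 100% = gossypol at 36 µM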
TLR9-MyD88 inh: inhibitors of TLR9-MyD88 association in cells, primary screen, cell-based, CHO, BLA complementation, fluorescence | Toll-like receptor 9 (Homo sapiens) + Myeloid differentiation primary response protein … | CCF4 FRET ratio | inhibition, % at 4.98 µM | 340,000 compounds, 0.21% hits | AID 504734, 2011;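 active = inhibition above the mean over all tested compounds plus 3 SD, cut at about 21% in these data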;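 note: 0% = DMSO only wells and 100% = clavulanate BLA inhibitor control wells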
Target sequence (Q99836 whole entry, looked up): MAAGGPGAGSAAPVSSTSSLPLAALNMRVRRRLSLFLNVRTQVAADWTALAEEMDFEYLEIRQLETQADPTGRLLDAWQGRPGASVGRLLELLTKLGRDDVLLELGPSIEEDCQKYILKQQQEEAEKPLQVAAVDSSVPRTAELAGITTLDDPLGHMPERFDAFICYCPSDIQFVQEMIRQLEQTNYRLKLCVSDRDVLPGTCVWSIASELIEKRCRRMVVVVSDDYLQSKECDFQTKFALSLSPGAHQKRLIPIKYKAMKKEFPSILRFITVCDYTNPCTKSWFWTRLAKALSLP
Target sequence (Q9NR96 whole entry, looked up): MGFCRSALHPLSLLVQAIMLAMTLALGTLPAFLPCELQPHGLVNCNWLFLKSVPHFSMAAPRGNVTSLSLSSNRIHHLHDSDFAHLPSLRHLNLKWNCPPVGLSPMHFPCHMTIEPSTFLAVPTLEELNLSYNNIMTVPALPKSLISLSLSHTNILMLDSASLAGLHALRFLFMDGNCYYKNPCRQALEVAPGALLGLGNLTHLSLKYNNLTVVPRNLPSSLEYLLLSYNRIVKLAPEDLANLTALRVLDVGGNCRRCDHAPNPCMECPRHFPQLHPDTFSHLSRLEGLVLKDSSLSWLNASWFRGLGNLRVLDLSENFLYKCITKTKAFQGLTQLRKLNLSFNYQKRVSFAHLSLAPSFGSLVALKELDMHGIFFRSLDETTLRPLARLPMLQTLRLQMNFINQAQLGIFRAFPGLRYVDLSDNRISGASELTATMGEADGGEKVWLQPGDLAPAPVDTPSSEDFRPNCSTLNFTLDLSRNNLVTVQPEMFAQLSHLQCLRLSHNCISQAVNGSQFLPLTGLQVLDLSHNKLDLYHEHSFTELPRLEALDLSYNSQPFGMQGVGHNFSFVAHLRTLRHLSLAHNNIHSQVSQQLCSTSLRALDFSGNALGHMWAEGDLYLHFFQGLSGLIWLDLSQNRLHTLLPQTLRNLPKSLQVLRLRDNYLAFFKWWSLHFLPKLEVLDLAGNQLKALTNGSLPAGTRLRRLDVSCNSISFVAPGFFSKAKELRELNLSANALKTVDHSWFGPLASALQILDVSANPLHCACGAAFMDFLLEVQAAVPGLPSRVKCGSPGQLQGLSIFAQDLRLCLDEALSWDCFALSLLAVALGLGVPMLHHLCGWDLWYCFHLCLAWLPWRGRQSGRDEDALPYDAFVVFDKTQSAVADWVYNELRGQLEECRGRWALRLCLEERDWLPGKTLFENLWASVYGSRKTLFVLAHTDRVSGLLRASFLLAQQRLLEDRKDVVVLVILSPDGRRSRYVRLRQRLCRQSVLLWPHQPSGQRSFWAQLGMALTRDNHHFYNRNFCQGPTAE
NOD2-RIPK2 inh: NOD2-RIPK2 binding disruptors in cells, primary screen, fluorescence, CHO cells, BLA complementation. inhibition, % at 4.98 µM. AID 624267, 2012. CCF4 ratio. 360,000 compounds, 0.38% hits. Receptor-interacting serine/threonine-protein kinase 2 (Homo sapiens), O43353; in the data active = inhibition above about 21%;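 note: 0% = vehicle only and 100% = reference blocker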
MC4R antag cAMP: MC4R antagonists of cAMP signaling, primary screen, cell-based, TR-FRET, antagonist arm of biased-ligand search; Melanocortin receptor 4 (Homo sapiens), P32245; MC4R-expressing cells, MTII-stimulated cAMP, LANCE TR-FRET; inhibition, % at 6.5 µM; 360,000 compounds, 0.48% hits;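 active = inhibition above its plate's cutoff, the mean of tested wells on that plate plus 3 SD, cut at about 29% in these data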;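 note: 0% = Melanotan II alone and 100% = Melanotan II plus saturating MCL0020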
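Material – human MC4R-expressing U2OS cells · Repeats – no replicates · Detection – TR-FRET with Eu-cAMP and labeled anti-cAMP, 671 nm · Times – compound 30 min, challenge 1 h, detection 1 h · Compound – single nominal compound dose of 6.5 µM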
EBV LMP1 NFkB: EBV LMP1-driven NF-kappaB luciferase reporter inhibitors, primary screen, cell-based, luminescence, single point; inhibition, % at 12.5 µM; 350,000 compounds, 0.69% hits; LMP1-induced NF-kappaB luciferase reporter cells; in the data active = inhibition above about 41%;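 note: 0% = neutral control wells and 100% = reference inhibitor control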
* = called active by the depositor; nt = no result given. These rows are one share of the data (hit frequency here may not be typical).

Value order: MC4R antag cAMP, ABHD5 PLIN5 PPI, EBV LMP1 NFkB, COUP-TFII inh, SRC1 inh, LRH-1 inv ag, NCOA3 inh, TLR9-MyD88 inh, NOD2-RIPK2 inh, MC4R barr agon, NCOA2 inhibitor
- CCOC(=O)C1(CCc2ccccc2)CCN(C(=O)Cc2nonc2C)CC1
    16, 7, -12, -10, -40, -27, -13, -2, -19, 1.6, -76
- O=C(CN1CCN(C(=O)c2ccco2)CC1)Nc1cccc([N+](=O)[O-])c1
    5, -5, -1, 8, -23, 5, 9, 4, 3, -1.3, -43
- Cc1ccc(C(=O)NCC(=O)Nc2ccc3c(c2)CCC3)cc1
    5, -2, -3, -30, -51, -39, -30, 3, -3, -0.1, -44
- Cc1cc(C)cc(C(=O)NCC(=O)NNC(=O)CSc2ccccc2F)c1
    -2, -3, 3, -15, 11, 16, -23, -9, -9, -0.1, 13
- COc1ccc(-c2nc(SCC(=O)N3CCCC3)n[nH]2)cc1
    6, 3, 3, -27, 2, -6, 2, 3, 6, 0.4, -30
- O=C(NNC(=O)c1cccc(S(=O)(=O)Nc2ccc(Cl)cc2)c1)c1ccc(=O)[nH]c1
    6, -17, -1, 20, -9, -4, 3, 5, 9, 2.8, -26
- CCOC(=O)CNC(=O)CSc1nnc(-c2ccccc2OC)n1CC
    1, -4, -3, 9, -9, 10, 13, -9, 1, -1.0, -20
- CC1=C(C(=O)OCC2CCCO2)C(c2ccsc2)C2=C(CC(C)(C)CC2=O)N1 (configuration not stated)
    -8, 1, 9, 32, 19, 1, 22, -9, -20, -3.1, -18
- COc1ccc(Cc2nc3ccc(C(=O)N(C)Cc4nccs4)cc3o2)cc1OC
    1, -1, -4, 37, 6, 19, 19, 4, -7, -0.8, 17
- Cc1ccc(S(=O)(=O)NC(=O)C2(C)CCN2C(=O)Cc2cccs2)cc1 (configuration not stated)
    0, -4, nt, 4, -8, 7, 8, nt, -3, 0.1, 12
- CCOc1ccccc1-c1nnc(CS(=O)(=O)c2ccccc2)o1
    3, -5, -6, 8, -10, 5, 3, 3, -8, 1.5, -30
- COc1ccc(S(=O)(=O)N2CCN(C(=O)c3ccccc3Cc3ccccc3)CC2)cc1OC
    4, -4, -30, 6, -10, 0, -9, 6, -6, 2.7, -15
- CC(=O)c1cccc(NC(=O)N2CCCC2C(=O)NCc2ccc(F)cc2)c1 (configuration not stated)
    7, -1, -7, 6, -7, -7, -2, -4, -7, 0.7, -30
- CCOc1ccc(CN2CCNC(=O)C2CC(=O)N(C)CC2CCOCC2)cc1 (configuration not stated)
    0, 5, 0, -9, 2, 13, 0, -1, -8, 0.6, 10
- COc1ccc(CC(=O)Nc2nccs2)cc1S(=O)(=O)N1CCOCC1
    15, -2, 6, 6, -7, -24, 14, -2, 1, 1.1, 21
- Cc1cc(C(=O)NNC(=O)[C@H](C)NC(=O)c2ccc(Br)cc2)c(C)o1
    -1, 13, 2, 8, -11, -10, 14, -12, -17, -0.4, 18
- COc1ccc(NC(=O)NC(C)(C(F)(F)F)C(F)(F)F)cc1
    6, -2, -13, -10, -6, -5, 6, 6, -2, 1.3, -60
- COc1ccc(-c2[nH]ncc2CN2CCC(N3CCSCC3)CC2)c(F)c1
    2, 0, -10, -6, -22, -12, 9, -6, -7, 0.2, -12
- O=C(COc1ccc([N+](=O)[O-])cc1)Nc1ccc(C(=O)Nc2ccccc2C(=O)O)cc1
    -2, 2, -2, 16, 4, 7, -2, -8, -6, -0.2, -10
- O=C(O)c1ccc2c(=O)n3c(nc2c1)/C(=C/c1ccc(Cl)cc1Cl)CC3
    12, -1, -3, 10, -22, -16, -15, -12, -6, -1.0, -5
- O=C(CO/N=C1\CCCc2nonc21)Nc1ccc(Br)cc1
    1, -5, 1, -1, -57, 5, 10, 4, -1, -2.0, -4
- CCNc1nc(OCCNS(=O)(=O)c2cc(C)ccc2C)nc(N(C)C)n1
    3, 2, 3, 9, 4, 9, -21, 4, 0, 0.1, -4
- O=C(COC(=O)c1ccccc1OCc1ccccc1Cl)NC1CC1
    -4, -1, -4, 9, -4, -6, 9, -3, 0, -2.4, -29
- COC(=O)c1sccc1NC(=S)N1CCC(C)CC1
    0, -4, -36, 9, -5, 4, -8, -2, -7, 0.7, -7
- CC(C)Oc1ccc(N2CC(C(=O)Nc3ccccn3)CC2=O)cc1 (configuration not stated)
    2, -4, -4, 5, -23, -9, 11, 5, -7, 0.5, -1
- CCn1cc(C(=O)NN)c(=O)c2cc(F)c(NC3CCCCC3)cc21
    24, -4, 3, 3, 3, 0, 6, -2, -5, 0.5, 1
- CN(C)c1ccc(N=Cc2nc(-c3ccccc3)oc2O)cc1
    -8, -2, -1, -13, -12, -4, -7, 14, 3, -0.3, -35
- O=C(NCc1nnc(SCC(=O)N2CCN(c3ccccc3)CC2)o1)c1ccco1
    2, 0, -8, 9, 2, -7, 18, 3, -4, -2.4, 26
- COc1ccc(C2/C(=C(/O)c3ccccc3)C(=O)C(=O)N2C)cc1 (configuration not stated)
    0, -5, -2, 3, -4, -3, -4, -3, 4, 2.1, -11
- O=C(Nc1ccc(F)cc1)N(CCCN1CCOCC1)Cc1cc2cc3c(cc2[nH]c1=O)OCCO3
    3, 3, -5, -1, -1, 34, 20, 1, 5, 1.0, -27
- Brc1ccc(OCc2ccccc2)c(CNCC2CCCO2)c1 (configuration not stated)
    4, 2, -1, -19, -7, 5, 6, -3, 4, -1.8, 3
- Nc1c(C(=O)NCCc2ccccc2)sc2nc(N3CCOCC3)c3c(c12)CCCC3
    3, 1, 18, -15, 5, 24, -25, -1, 2, 0.0, -5
- CS(=O)(=O)N(Cc1ccccc1Cl)c1ccc(C(=O)NCc2cccnc2)cc1
    9, 6, -18, -4, -38, 20, -5, 3, -6, -1.2, 40
- Cn1c(SCC(=O)N2CCCC2)nnc1-c1cccs1
    -1, -1, -6, -27, -7, -30, -11, 16, -1, -1.2, -14
- COc1ccc(OC)c(NC(=O)CNC(c2ccccc2)c2ccccc2)c1
    20, -5, -1, 13, 23, -9, 3, -7, -8, 0.7, 23
- Cc1c(Cl)cccc1N1C(=O)CC(NNC(=O)c2cccs2)C1=O (configuration not stated)
    -3, 0, -10, 3, 3, -22, 1, -1, 5, -0.1, -44
- Cc1ccc(-c2nn(-c3ccccc3)cc2C(N)=O)o1
    10, 8, -6, -6, -14, 3, 13, 7, 0, 0.1, -20
- CCC(C)c1ccccc1N1CC(C(=O)Nc2ccc(S(=O)(=O)N3CCOCC3)cc2)CC1=O (configuration not stated)
    2, -13, 2, 4, 9, -9, 7, -4, -3, 1.5, 22
- CCCCc1c(-c2ccccc2OC)ncn1CCc1cccc(OC)c1
    nt, 2, nt, 9, nt, 3, nt, nt, -2, nt, 3
- COc1ccc(C(=O)NNC(=S)NC(=O)/C=C/c2cccs2)cc1
    7, -4, 13, 20, -22, 15, 5, 3, 2, -1.0, 11
- Cc1ccc(NC(=O)c2ccccc2Br)cc1S(=O)(=O)N(C)C
    -6, -5, 7, -14, -16, 6, -19, -10, 2, -0.8, 15
- CCc1ccccc1N(CC(=O)Nc1cccnc1)S(=O)(=O)c1ccccc1
    -1, 0, 6, 15, 8, 2, -1, -1, 3, -1.6, -11
- COc1ccc(NC(=O)Cc2ccsc2)c(OC)c1
    5, 1, -2, -2, 13, -4, -17, -8, -5, -2.1, 2
- COc1ccc(N(CC(O)CN2C(=O)NC(C)(C)C2=O)S(=O)(=O)c2ccccc2)cc1 (configuration not stated)
    18, -7, -2, 1, -3, -5, 3, -4, -6, -1.2, -16
- CN(CCOc1ccc(-c2ccn(S(=O)(=O)c3cccc4ccccc34)n2)cc1)c1ccccn1
    4, 2, 9, -14, 4, -10, -10, 12, 12, -1.4, -13
- COC(=O)C1=C(C(=O)OC)C2C=CC1C1C(OC(C)=O)C(OC(C)=O)C21 (configuration not stated)
    7, 5, 0, 3, 0, 6, -32, -7, -14, -0.1, -6
- O=C(c1ccccc1)c1cccn1CC(=O)N1CCN(C2CCCCC2)CC1
    -9, 1, -7, -7, 3, 14, -4, 2, 2, -1.4, -2
- COc1ccc(/C(C)=N/Nc2nc(C)cc(-c3ccccc3)n2)cc1
    16, -1, nt, 15, 17, -7, 22, nt, -11, 0.4, -5
- CCn1cc(/C=C(\NC(=O)c2cc(OC)c(OC)c(OC)c2)C(=O)NCCCN2CCOCC2)c2ccccc21
    -4, 4, -3, -6, -50, 0, 10, -12, -8, -1.4, -21
- CC1CN(S(=O)(=O)c2cc(C(=O)N(CCc3ccccc3)Cc3ccccc3)ccc2Cl)CC(C)O1 (configuration not stated)
    15, 10, 7, 26, -13, -7, -7, 9, 1, -0.7, -4
- CC(C)Oc1cccc(C(=O)N/N=C/c2coc3ccccc3c2=O)c1
    -10, -4, -1, 0, 1, -24, 0, -5, -1, -3.4, 2
- COc1ccc(N=Cc2c(O)[nH]c3ccccc23)cc1
    3, 1, -38, -49, -110, -101, -75, -4, 2, -0.8, -33
- O=C(NCC(=O)N(c1ccc2c(c1)OCCO2)C(C(=O)NC1CCCC1)c1ccco1)c1ccco1 (configuration not stated)
    -1, 3, -4, 0, 6, 13, -29, -15, 9, 0.2, -5
- CCc1nn(C(C)C(=O)NC(C)CCc2ccco2)c(=O)c2cc3occc3n12 (configuration not stated)
    0, 6, 6, nt, 1, -10, 1, 1, -4, -1.5, nt
- Cc1cc(S(=O)(=O)NCc2cccs2)ccc1-n1cnnn1
    7, 1, 2, -5, 8, -2, 17, -5, -3, -1.2, -2
- COc1ccc(S(=O)(=O)Nc2ccccc2C)cc1C(=O)N1CCOCC1
    4, 2, -2, 12, 0, 9, 1, 10, -7, -2.4, -35
- O=C(Cc1ccc(Br)cc1)N1CCCCCC1
    5, -2, -7, -21, -95, -85, -40, 9, -4, 2.3, -67
- CCOC(=O)C1=C(COC(=O)CCc2ccc(F)cc2)NC(=O)NC1C (configuration not stated)
    0, -3, 7, -17, -5, -15, -2, -4, 6, -1.2, 10
- O=C(c1ccc([N+](=O)[O-])s1)N1CCN(c2ncccn2)CC1
    -6, -4, 0, -9, -10, 44, 9, 11, -5, -0.6, -1
- CCOC(=O)C1CCN(Cc2nc3ccccc3c(=O)n2-c2ccc(OCC)cc2)CC1
    -10, 12, 4, -10, 3, 4, 4, -28, -2, -0.2, 8
